Screens: PubChem, several laboratories
WT yeast gro inh – growth inhibition of WT strain, primary screen, mitochondrial fusion inhibitor project, WT and mutant strains, chemical genetic | inhibition, % at 10 µM | 190,000 tested, 2.1% active | mitochondrial fusion phenotypic screen; in the data active = inhibition above about 58%; tested in S. cerevisiae
HIV peptide binding – inhibitors of HIV fusion peptide binding, primary screen, biochemical, uHTS, fluorescence dequenching (AID 1986); cell-free peptide binding, fluorescence dequenching, 30 min; higher % means a stronger effect; inhibition, % at 20 µM; hits with a dose series show IC50 in µM; 290,000 tested, 0.3% active; in the data active = inhibition mostly above about 52%, no sharp cut-off; inactive = mostly below about 76%; note: some results filed as inactive read as strong as hits
Ins promoter up – insulin promoter activators in MIN6 cells, imaging, high-content screening, mouse beta cells; z-score at 5 µM; MIN6 insulin promoter-GFP reporter; active compounds read high; 190,000 tested, 0.3% active;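 active = z-score above 3 at 5 µM with at least 500 cells counted in the well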
b-catenin transl – modulators of beta-catenin nuclear translocation, primary screen, imaging, HeLa cells, immunofluorescence, high-content | nuclear translocation activity, % at 5 µM | 190,000 tested, 0.3% active | AID 1665, 2009;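 active = nuclear translocation activity above 50% at 5 µM, with a well cell count of 50 or more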;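 note: per-cell ratio of nuclear to cytoplasmic median beta-catenin stain intensity; plate controls were DMSO negative control for no effect and GSK-3 inhibitor IX positive control for full effect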
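test system = HeLa cells, endogenous beta-catenin | dosing = single 5 µM dose plus 0.02–20 µM confirmation series | times = compound treatment 24 h, 37°C, 5% CO2 | technique = beta-catenin immunofluorescence imaging with DAPI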
AID2073 – inhibitors of Mint1-CaV2.2 protein interaction, biochemical, HTRF (AID 2073); Voltage-dependent N-type calcium channel subunit alpha-1B (Homo sapiens); HTRF protein-protein interaction, Mint1-CaV2.2; higher % means a stronger effect; inhibition, % at 20 µM; hits with a dose series show IC50 in µM; 290,000 tested, 0.19% active; in the data active = inhibition mostly above about 51%, no sharp cut-off; note: some results filed as inactive read as strong as hits
Dynein cargo inh – inhibitors of GR-EGFP nuclear translocation, primary screen, dynein cargo transport inhibitor project, imaging, high-content, 3617.4 mouse cells | test concentration mostly 20 µM; stimulated with dexamethasone, 1 µM; active compounds read low | z-score, hits read low | 220,000 tested, 0.47% active | AID 1381, 2008;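 active = plate z-score of nuclear minus cytoplasmic receptor signal below a set negative limit, without overly bright fluorescence or cell loss, cut at about -3.5 in these data, passing the limit was not always enough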;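 note: z-score of nuclear minus cytoplasmic ring GR-EGFP intensity difference per well; some compounds called inactive have numbers as strong as hits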
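medium = tetracycline-free induction medium containing charcoal-stripped FBS | also added = 1.0 µM final dexamethasone stimulus | schedule = 48 h induction, 1 h compound, 30 min dex at 37 °C | technique = fixed, Hoechst-stained cells imaged at 10x for EGFP | measure = GR-EGFP nuclear translocation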
Autophagy mod – autophagy modulators in MEF cells, primary screen, imaging, high-content, MEF GFP-LC3; 190,000 tested, 0.98% active; calls only at 10 µM (by protocol); MEF GFP-LC3 puncta imaging; test concentration mostly 10 µM;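 active = percentage of spot-positive cells more than 3 SD above its plate mean, without a fluorescence outlier flag or 80% toxicity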;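 note: spot-positive cell cutoff set from DMSO-treated cells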
MT stabilize HCS – microtubule stabilizers in HeLa cells, primary screen, imaging, high-content imaging | AID 2205, 2009 | % tubulin-high responders, % at 10 µM | 200,000 tested, 0.83% active | HeLa tubulin immunostaining HCS, 24 h; share of cells brighter than vehicle mean+2SD;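 active = plate Z-score above 3 for both tubulin-high and condensed-nucleus cell shares, with cell loss under 80%, at 10 µM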;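 note: anti alpha tubulin signal scored within the nucleus-defined area of each cell; some results filed as inactive read as strong as hits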
Yfh1-off respiration – enhancers of respiration in Yfh1-depleted yeast, dose response, Friedreich's ataxia, plus single-dose screen (AID 1465); S. cerevisiae Yfh1-off respiration, WST-1 reduction, 72 h; higher fold induction means a stronger effect; fold induction at 50 µM; hits with a dose series show EC50 in µM; 220,000 tested, 0.074% active;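 active = fold induction of absorbance versus untreated yeast above a set limit, then at least 30% activation at any dose in follow-up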;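 note: activators that raise dye reduction in frataxin-depleted yeast; strong numbers were not always called active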
WT yeast gro inh mutant strain – further read-out of WT yeast gro inh, marked with its call; inhibition, %; mitochondrial fusion phenotypic screen, mutant strain inhibition
Dynein cargo inh cytoplasmic EGFP – further read-out of Dynein cargo inh, marked with its call; z-score; measured here: cytoplasmic GR-EGFP intensity; active compounds read high
Dynein cargo inh nuclear GR-EGFP – second read-out of Dynein cargo inh, no call of its own (marks repeat the call); z-score; measured here: nuclear GR-EGFP intensity;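 lower value marks the stronger effect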
Dynein cargo inh cell count – second read-out of Dynein cargo inh, no call of its own (marks repeat the call); z-score; measured here: cell count per field
Ins promoter up cell count – recorded beside Ins promoter up, whose call it bears; cell count; measured here: cytotoxicity, nuclei count;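 total cells summed across four imaged fields per well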
b-catenin transl cell count 5 µM – also measured in b-catenin transl; calls as there; cell count; measured here: cell count, cytotoxicity flag
MT stabilize HCS Hoechst-high % – further read-out of MT stabilize HCS, marked with its call; % Hoechst-high responders; measured here: nuclear condensation Hoechst responders;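 share of cells brighter than vehicle mean plus two SD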
MT stabilize HCS cytotoxicity % – also measured in MT stabilize HCS; calls as there; toxicity, %; measured here: cytotoxicity by cell density;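 0% = mean cell density of plate MIN control wells and 100% = no cells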
Autophagy mod cell loss 18 h – also measured in Autophagy mod; calls as there; toxicity, %; measured here: cell loss, nuclei count;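 cell loss after 18 h compound exposure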
Starred values were filed as active, the others as inactive; i = inactive; x = not tested or not shown.

Values run as follows: WT yeast gro inh	HIV peptide binding	Dynein cargo inh	Ins promoter up	MT stabilize HCS Hoechst-high %	AID2073	Dynein cargo inh cell count	MT stabilize HCS cytotoxicity %	Autophagy mod cell loss 18 h	b-catenin transl	Dynein cargo inh nuclear GR-EGFP	Yfh1-off respiration	b-catenin transl cell count 5 µM	MT stabilize HCS	Dynein cargo inh cytoplasmic EGFP	Autophagy mod	WT yeast gro inh mutant strain	Ins promoter up cell count
1. N=C1/C(=C\c2ccc(OCc3ccccc3)cc2)C(=O)N=C2SC(N3CCCC3)=NN12
    12	19%	-0.0043	-0.42	1.6	25%	0.01	7.6	2	-3.2	0.46	i	1210	2.3	0.69	i	-5	1367
2. CCOC(=O)C1CCN(C(=O)Nc2ccc3oc(C)nc3c2)CC1
    -5	1.6%	0.84	0.25	2.1	-6%	0.24	21	-4	-0.6	0.69	i	1194	2.0	-0.28	i	9	1274
3. CCOC(=O)c1c(C)[nH]c(C)c1C(=O)CSc1nnc(N)s1
    3	-0.2%	-0.05	-0.3	2.5	5%	-0.17	0.6	7	2.9	0.42	i	1104	2.4	-0.33	i	-2	1208
4. CC(=O)Nc1cc2c(cc1NC(=O)Cn1nc(-c3ccccc3F)ccc1=O)OCCO2
    18	0.6%	-1.1	0.21	1.9	0%	0.86	9.6	-2	-6.2	-0.51	i	952	1.9	-0.057	i	-12	1352
5. COCCNC(=O)CCn1c(=O)oc2ccccc21
    50	-0.4%	0.45	x	2.6	4%	-0.34	4.8	5	x	0.33	i	x	3.1	-0.4	i	18	x
6. O=C(O)c1ccc(COc2ccc(Cl)cc2)o1
    -3	5.2%	-0.18	0.09	1.5	3%	-0.4	2.9	3	x	-0.45	i	x	2.5	-0.22	i	-2	1274
7. O=C(CSCc1ccccc1Br)N/N=C/c1ccc(OCC(=O)N2CCCCC2)cc1
    14	-0.6%	-0.14	0.29	2.7	-1%	0.19	4.2	5	1.2	0.056	i	1089	3.0	-0.29	i	17	1488
8. Cc1c(Cl)cccc1NC(=S)NC1CCN(Cc2ccccc2)CC1
    8	-0.4%	0.42	-0.2	1.9	-22%	-0.58	7.0	22	-0.6	0.5	i	1001	5.3	-0.24	i	1	1480
9. COc1ccc(NC(=S)NNC(=O)c2ccc(S(=O)(=O)N3CCOCC3)cc2)cc1
    -12	0.1%	0.5	0.18	1.8	4%	-0.94	4.9	-14	-5.7	0.59	i	1087	4.0	-0.15	i	-14	1595
10. COc1ccc(NC(=O)Nc2ccc3nsnc3c2)cc1
    23	-2.4%	4.3	-0.85	1.5	-7%	-1.1	3.5	13	-2.0	1.4	i	1384	2.5	-0.091	i	-37	1556

(next part)
Values run as follows: WT yeast gro inh	HIV peptide binding	Dynein cargo inh	Ins promoter up	MT stabilize HCS Hoechst-high %	AID2073	Dynein cargo inh cell count	MT stabilize HCS cytotoxicity %	Autophagy mod cell loss 18 h	b-catenin transl	Dynein cargo inh nuclear GR-EGFP	Yfh1-off respiration	b-catenin transl cell count 5 µM	MT stabilize HCS	Dynein cargo inh cytoplasmic EGFP	Autophagy mod	WT yeast gro inh mutant strain	Ins promoter up cell count
11. CCOC(=O)CSC1=Nc2ccccc2C2=NC(CC(=O)NCc3ccc4c(c3)OCO4)C(=O)N12 (stereo not drawn)
    4	2.5%	-0.86	0.45	1.2	-6%	0.7	6.6	2	-0.5	-0.1	i	850	2.9	-0.27	i	18	1124
12. O=C(Nc1cc(S(=O)(=O)N2CCCCC2)ccc1N1CCCCC1)c1ccncc1
    x	0.2%	-0.78	-0.86	x	11%	0.17	x	x	-0.5	-0.64	i	1370	x	-0.76	x	x	1043
13. CCOC(=O)c1ccc(Nc2cc(C)nc3ncnn23)cc1
    12	-1.7%	-0.8	0.25	4.3	1%	1.2	6.4	6	0.0	-0.24	i	1167	1.7	-0.18	i	15	1067
14. O=C(NC(c1ccccc1)c1c(O)ccc2ccccc12)c1ccccc1Cl (stereo not drawn)
    41	-1.6%	-0.58	-0.16	1.3	-3%	0.56	9.6	-1	0.1	-0.69	i	1331	0.8	-0.22	i	34	1685
15. O=[N+]([O-])c1cccc(-n2nnnc2CNCc2ccccc2)c1
    x	-1.7%	-0.22	-1.2	x	7%	-0.19	x	x	-0.1	0.26	i	1253	x	-0.2	x	x	1078
16. N#Cc1cccc(NC(=O)COc2ccc(-n3ccnc3)cc2)c1
    -12	-0.2%	-0.35	0.45	2.7	-5%	0.5	7.3	18	-2.1	-0.56	i	845	3.2	-0.29	i	2	1217
17. CCN(CC)CCN(Cc1cc2cccc(C)c2[nH]c1=O)C(=S)Nc1ccccc1
    2	0.9%	-0.17	-0.54	2.6	-18%	0.17	6.9	-7	0.4	0.29	i	1084	1.3	-0.18	i	2	1365
18. COc1cc([N+](=O)[O-])ccc1NC(=O)COC(=O)c1ccc(NC(N)=O)cc1
    x	-2.3%	0.12	-0.31	x	34%	-1.2	x	x	-0.1	0.91	i	1315	x	0.004	x	x	1048
19. CC(C)Cc1nc2n[nH]c(N)c2c2c1COC(C)(C)C2
    5	1.2%	1.6	x	1.3	7%	-0.65	7.0	-10	-12	0.92	i	1118	2.4	-0.2	i	13	x
20. COC(=O)c1sccc1NC(=O)CSc1ccc(Cl)cc1
    54	1.5%	0.2	-0.25	1.2	-1%	0.25	11	-21	-1.7	0.73	i	1326	2.3	-0.21	i	14	1671

Continued:
Values run as follows: WT yeast gro inh	HIV peptide binding	Dynein cargo inh	Ins promoter up	MT stabilize HCS Hoechst-high %	AID2073	Dynein cargo inh cell count	MT stabilize HCS cytotoxicity %	Autophagy mod cell loss 18 h	b-catenin transl	Dynein cargo inh nuclear GR-EGFP	Yfh1-off respiration	b-catenin transl cell count 5 µM	MT stabilize HCS	Dynein cargo inh cytoplasmic EGFP	Autophagy mod	WT yeast gro inh mutant strain	Ins promoter up cell count
21. O=C(Nc1ccccc1)Nc1nnc(Cc2ccc([N+](=O)[O-])cc2)s1
    7	-1.3%	0.036	0.04	1.9	11%	-0.15	5.8	5	-4.2	0.2	i	512	1.3	-0.25	i	9	1230
22. CCOc1ccc(C2C(C(=O)O)CCC(=O)N2C2CCCCC2)cc1 (stereo not drawn)
    19	0.1%	0.23	-1.2	1.7	-4%	-0.32	0.9	16	-0.2	0.05	i	1117	2.4	-0.21	i	-3	1235
23. Cc1ccc(S(=O)(=O)Nc2c(C)n(C)n(-c3ccccc3)c2=O)cc1C(=O)NCc1ccccn1
    5	-1.0%	0.42	x	3.0	-1%	0.36	2.1	21	-4.0	0.4	i	1190	3.0	-0.15	i	16	x
24. Cc1ccc(S(=O)(=O)c2ccc(-n3nc(C)cc3N)cc2)cc1
    -18	-1.4%	-0.52	1.2	3.8	2%	0.69	3.0	19	-1.4	-0.32	i	1091	2.6	-0.16	i	-14	1565
25. Clc1ccc(C2=Nn3c(nnc3-c3n[nH]c4c3CCC4)SC2)cc1Cl
    12	-0.6%	0.25	-1.7	17*	8%	0.38	28*	4	-1.1	0.42	i	1280	19*	-0.24	i	22	585
26. CCOc1ccc(CNC(=S)N/N=C/c2cccnc2)cc1
    34	0.4%	-0.5	-0.19	2.6	-8%	0.72	18	0	0.9	-0.37	i	533	2.3	-0.18	i	8	1224
27. CCCCNC(=S)Nc1ccc(C(F)(F)F)cc1
    34	0.6%	-0.96	2.6	2.8	-16%	0.034	5.9	18	1.3	-0.38	i	1168	2.7	-0.14	i	29	1448
28. CCC(=O)c1ccc(OCC(=O)c2ccc3c(c2)NC(=O)CO3)cc1
    x	0.8%	-0.65	-0.23	x	24%	0.91	x	x	0.2	-0.55	i	1275	x	-0.28	x	x	1317
29. O=C(CSc1nc2ccc(S(=O)(=O)N3CCOCC3)cc2[nH]1)N1CCOCC1
    38	0.7%	1.7	0.44	0.8	2%	-2	6.5	0	-5.2	1.5	i	1065	1.3	0.4	i	10	983
30. Cc1ccc2occ(C3NC(C(=O)O)CS3)c(=O)c2c1 (stereo not drawn)
    2	10%	-0.35	-0.05	3.6	12%	0.49	3.6	4	1.1	-0.41	i	958	4.5	-0.33	i	-1	1210
31. CCOC(=O)CSc1nnc(CNc2ccc(Cl)cc2)n1Cc1ccccc1
    13	0.7%	0.42	x	2.1	-9%	-1.1	5.4	-3	-0.7	0.17	i	1119	3.8	-0.12	i	16	x

Sorted by the number under Dynein cargo inh nuclear GR-EGFP (largest number first): three from the list above.
No.	structure	Dynein cargo inh nuclear GR-EGFP
25	Clc1ccc(C2=Nn3c(nnc3-c3n[nH]c4c3CCC4)SC2)cc1Cl	0.42
23	Cc1ccc(S(=O)(=O)Nc2c(C)n(C)n(-c3ccccc3)c2=O)cc1C(=O)NCc1ccccn1	0.4
21	O=C(Nc1ccccc1)Nc1nnc(Cc2ccc([N+](=O)[O-])cc2)s1	0.2
